Assay outcomes (PubChem)
KDM5B inhibitor – KDM5B demethylase inhibition | 220,000 compounds, 2.6% hits | AID 1347165 | KDM5B demethylase, FDH-coupled NADH fluorescence (FDH is formaldehyde dehydrogenase) | Q9UGL1 | Potency, µM (titrated, usually from 57.7 µM), without a hit: top-dose activity change, negative = inhibition, most hits filed as inhibitors; active means well fitted inhibition curve with a large enough effect; inconclusive means small, poorly fitted or top-dose-only effect; inactive means no such curve, though single readings can be large or run the other way; further: 0% is about no effect; nearly all actives have a fitted effect of over 70% in size
Target sequence (Q9UGL1 whole entry, looked up): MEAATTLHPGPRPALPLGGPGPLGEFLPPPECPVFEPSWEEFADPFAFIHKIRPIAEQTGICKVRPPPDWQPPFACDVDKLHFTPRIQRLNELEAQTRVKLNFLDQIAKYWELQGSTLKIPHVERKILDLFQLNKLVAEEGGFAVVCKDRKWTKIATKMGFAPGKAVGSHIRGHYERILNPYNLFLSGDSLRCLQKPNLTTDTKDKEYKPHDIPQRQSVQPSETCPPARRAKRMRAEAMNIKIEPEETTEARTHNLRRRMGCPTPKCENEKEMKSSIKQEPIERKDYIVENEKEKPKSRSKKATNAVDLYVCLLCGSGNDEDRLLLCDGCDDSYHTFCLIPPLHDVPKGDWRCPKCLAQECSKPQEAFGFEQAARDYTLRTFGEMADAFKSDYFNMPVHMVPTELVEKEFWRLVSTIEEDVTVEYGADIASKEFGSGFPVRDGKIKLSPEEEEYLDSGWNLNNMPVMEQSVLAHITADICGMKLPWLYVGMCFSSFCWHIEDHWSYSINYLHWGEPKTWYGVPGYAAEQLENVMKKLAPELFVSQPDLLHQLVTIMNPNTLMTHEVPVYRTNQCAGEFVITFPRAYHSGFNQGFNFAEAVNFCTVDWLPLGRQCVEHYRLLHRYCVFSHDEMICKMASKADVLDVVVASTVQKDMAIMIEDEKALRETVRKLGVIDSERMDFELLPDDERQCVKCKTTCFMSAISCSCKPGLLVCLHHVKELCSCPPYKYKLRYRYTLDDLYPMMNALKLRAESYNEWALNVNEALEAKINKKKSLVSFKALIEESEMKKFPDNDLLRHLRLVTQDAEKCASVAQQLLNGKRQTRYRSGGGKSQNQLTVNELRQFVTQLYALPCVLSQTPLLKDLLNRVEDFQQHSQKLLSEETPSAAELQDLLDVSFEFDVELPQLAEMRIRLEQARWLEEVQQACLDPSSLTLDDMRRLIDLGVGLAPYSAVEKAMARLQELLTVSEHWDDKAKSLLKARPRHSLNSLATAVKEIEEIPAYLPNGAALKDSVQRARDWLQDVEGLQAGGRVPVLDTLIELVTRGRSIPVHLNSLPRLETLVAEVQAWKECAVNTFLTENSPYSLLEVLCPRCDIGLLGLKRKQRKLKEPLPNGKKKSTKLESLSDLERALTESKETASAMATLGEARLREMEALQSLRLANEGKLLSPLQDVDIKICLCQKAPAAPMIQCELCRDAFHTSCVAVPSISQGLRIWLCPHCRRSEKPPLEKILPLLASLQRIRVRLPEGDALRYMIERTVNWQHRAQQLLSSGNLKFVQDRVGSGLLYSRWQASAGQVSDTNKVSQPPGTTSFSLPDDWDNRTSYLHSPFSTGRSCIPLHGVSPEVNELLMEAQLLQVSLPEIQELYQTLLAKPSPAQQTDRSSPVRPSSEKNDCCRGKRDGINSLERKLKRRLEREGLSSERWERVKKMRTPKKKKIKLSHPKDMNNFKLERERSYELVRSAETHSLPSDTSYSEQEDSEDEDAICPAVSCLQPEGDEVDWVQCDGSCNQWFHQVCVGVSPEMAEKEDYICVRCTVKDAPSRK
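qHTS format, multiple compound concentrations. Buffer 50 mM HEPES pH 7.5/0.01% Tween-20; 200 nM KDM5BΔAP final; 10 min compound preincubation; substrate-mix levels 12.5 µM peptide, 25 µM α-KG, 0.25 mM NAD⁺; 30 min RT; ΔRFU.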
* marks the source's active call; other numbers are inactive results; ? = inconclusive; [ ] = remark or other dose. Potency means the concentration at half of the fitted maximal effect.

Start of the listing, in advance:
| Compound | KDM5B inhibitor |
| --- | --- |
| Cc1ccc(O)c(NC(=O)CCS(=O)(=O)c2nc(-c3cccs3)cc(C(F)(F)F)n2)c1 | ? |
| COCCn1ncc(N2CCC(NC(=O)COC)CC2)cc1=O | -2% |
| CCOc1ccccc1C(=O)Nc1ccc(OC)c2ncccc12 | 11% |
| CN1C(=O)Cc2cc(S(=O)(=O)CCC(=O)NC3CCCCCCC3)ccc21 | 0% |
| COc1ccc2c(c1)CCc1c(C(=O)Nc3c(C)nn(Cc4ccccc4)c3C)noc1-2 | ? |

All compounds of this part, from the start:
| Compound | KDM5B inhibitor |
| --- | --- |
| Cc1ccc(O)c(NC(=O)CCS(=O)(=O)c2nc(-c3cccs3)cc(C(F)(F)F)n2)c1 | ? |
| COCCn1ncc(N2CCC(NC(=O)COC)CC2)cc1=O | -2% |
| CCOc1ccccc1C(=O)Nc1ccc(OC)c2ncccc12 | 11% |
| CN1C(=O)Cc2cc(S(=O)(=O)CCC(=O)NC3CCCCCCC3)ccc21 | 0% |
| COc1ccc2c(c1)CCc1c(C(=O)Nc3c(C)nn(Cc4ccccc4)c3C)noc1-2 | ? |
| CCCCNC(=O)c1cccc(Cl)c1 | -7% |
| COc1ccc(OCc2nc(C)c(CCO)c(=O)n2CC(=O)Nc2cc(OC)cc(OC)c2)cc1 | -6% |
| COc1ccc(OC)c(CNC(=O)CN2N=C(c3ccc(Cl)cc3)CCC2=O)c1 | -9% |
| COc1ccc(C(CNC(=O)COc2cccc(C)c2C)N2CCCCC2)cc1 (stereo not drawn) | -9% |
| O=C(CCn1cncn1)N(CC1CCN(Cc2ccccc2F)CC1)CC1CCCO1 (stereo not drawn) | 49%[activator] |
| CCOC(=O)C1CCN(c2ncnc3c2nc2n3CCCCC2)CC1 | -1% |
| COC(=O)C1=C(C)N(c2cccc(C)c2)C(=S)NC1c1ccc(C)s1 (stereo not drawn) | -6% |
| Cc1ccc(-c2noc3ncnc(NC4CCCCC4)c23)cc1 | 9% |
| CCc1cc(=O)oc2cc(OCC(=O)NCCCn3ccnc3)ccc12 | ? |
| O=C1CCN(Cc2cccnc2)CCCC(C(=O)NC2CCN(Cc3ccccc3)CC2)CCN1 (stereo not drawn) | -2% |
| COc1ccc(C)cc1NC(=O)c1ccc(NS(=O)(=O)c2c(C)noc2C)cc1 | -13% |
| COc1ccc(-c2noc(-c3cccn3CC(=O)N3CCC(C)CC3)n2)cc1F | ? |
| O=C(Cc1cccc(C(F)(F)F)c1)NC1CCN(Cc2ccccc2)CC1 | 9% |
| CC1CCN(C(=O)C[C@@H]2c3nc(NC(=O)C(C)(C)C)sc3C[C@@H]3[C@](C)(CO)[C@H](O)CC[C@]32C)CC1 | 7% |
| CC1CCCN(c2nc(-c3ccccc3O)nc3ccccc23)C1 (stereo not drawn) | 14% |
| Cc1ccsc1C(=O)NC1CCCN(c2cc(-c3ccc(F)cc3)[nH]n2)C1 (stereo not drawn) | ? |
| O=c1c2ccccc2n2c(-c3cccc(F)c3)nnc2n1Cc1ccccc1 | -14% |
| O=C(Cc1ccsc1)NCc1ccccc1 | 34%[activator] |
| COc1ccc(-c2cc(C(=O)NC3CC3)c3c(C)nn(-c4ccccc4)c3n2)cc1 | 79µM* |
| Cc1cccc(CNc2nc3ccccc3nc2C)c1 | ? |
| Cc1cccc(-n2nnnc2SCc2cc(=O)oc3cc(O)ccc23)c1 | ? |
| Cc1ccc(SCC(=O)OCC(=O)c2ccc3c(c2)OCCO3)cc1 | -6% |
| COCCN1C(=O)c2ccccc2C(C(=O)N2CCN(c3ccccc3)CC2)C12CCCC2 (stereo not drawn) | ? |
| O=C(Nc1ccc(F)cc1F)C1=C(N2CCOCC2)c2ccccc2S1(=O)=O | 9% |
| COCc1cnc2c(c1SCc1cc(OC)cc(OC)c1)c(=O)n(C)c(=O)n2C | -3% |
| COc1ccccc1CC(=O)N[C@@H]1c2ccccc2C2(CCNCC2)[C@H]1OC | -2% |
| CCOC(=O)c1c(NC(=O)c2ccc(C)o2)sc2c1CCC(C(C)(C)C)C2 (stereo not drawn) | 7% |
| C[C@@H](NS(=O)(=O)c1ccccc1)c1onc(-c2cccnc2)c1C(=O)O | -27%[86.2 µM] |
| Cc1cnc(-c2ccccc2)n1C1CCCNC1 (stereo not drawn) | 70%[activator] |
| COc1ccc(CN2CC[C@H]3COC(=O)N3c3ccc(OC)cc3C2)cc1 | -4%[86.2 µM] |
| CN(C)C(=O)CN(C)c1ncnc2sc3c(c12)CCCC3 | 4% |
| Cc1cc(=O)n(CC(=O)Nc2cc(Cl)ccc2C)c(N2CCN(c3ccccc3)CC2)n1 | ? |
| O=C(Cc1ccc(F)cc1)N1CCC(c2nc3c(nnn3Cc3ccc(Cl)cc3)c(=O)[nH]2)CC1 | 15% |
| CN(Cc1ccno1)C(=O)c1cccc(CC2CCNCC2)c1 | -2% |
| CCNC(=O)CNC(=O)CSc1cc(C)c2cccc(C)c2n1 | 5% |
| O=C(NC1CCCC1)c1ccc(CSc2nc3cccnc3n2Cc2ccccc2F)cc1 | ? |
| O=C(C1CC1)N1CC[C@](O)(c2ccccc2)[C@H](N2CCCC2)C1 | 16µM* |
| CCc1nn2c(=O)cc(COC(=O)c3cccc(NC(=O)COc4ccccc4F)c3)nc2s1 | ? |
| COc1cc(CC(=O)OCCOc2ccc(Cl)cc2Cl)cc(OC)c1OC | 11% |
| CCCc1nn2c(=O)cc(CSc3ccccc3NC(=O)c3ccco3)nc2s1 | 5% |
| COc1nc(C(=O)NCCC(=O)N(C)C)cc2ccccc12 | 6% |
| COc1ccc(C(=O)N2CCC3(C2)C(=NC2CCCC2)NC(=O)N3c2cccc(OC)c2)cc1 (stereo not drawn) | 7%[115 µM] |
| COC(=O)c1c(NC(=O)COc2ccc(C(C)C)cc2)sc2c1CCCC2 | -2% |
| CCOc1ccc(C2C=C(c3cccc(OC)c3)Nc3nnnn32)cc1 (stereo not drawn) | ? |
| CC[C@H]1CN(S(=O)(=O)c2ccc(OC)cc2)CC[C@H]1CC(=O)NCc1cccnc1 | 38%[activator][86.2 µM] |
| CCOC(=O)c1c(C)[nH]c(CCC(=O)NC(C)c2ccccc2)c1C (stereo not drawn) | -28% |
| O=C1CCC(CNC(=O)c2nc(-c3ccccc3)cc3[nH]ccc23)N1 (stereo not drawn) | 32µM* |
| CCN1C(=O)CN(C(=O)c2cccnc2)CC12CCOCC2 | 13% |
| Cc1cccc(C)c1-n1ncc(C(=O)N2CCN(c3ncccn3)CC2)c1C1CCN(C(=O)OC(C)(C)C)CC1 | 11% |
| O=C(Nc1cc(Cl)cc(Cl)c1)c1ccn2nccc2c1 | ? |
| CCOC(=O)C(N)Cc1ccccc1 (stereo not drawn) | 1% |
| COc1ccc(C2CC(=O)N(CC(=O)Nc3cccc(C)c3C)c3ccccc3S2)cc1OC (stereo not drawn) | -29% |
| O=C(CC1CCCC1)N1CCC(c2nc(C3CCOCC3)no2)CC1 | -12% |
| CN(CC(=O)Nc1c(Cl)cccc1C(F)(F)F)C1CCc2ccccc21 (stereo not drawn) | -12% |
| Cc1ccc(Cn2ccnc2SCC(=O)Nc2nnc(C)s2)cc1 | -1% |

Next entries.
| Compound | KDM5B inhibitor |
| --- | --- |
| CC/C(=N\N=C(/CC)c1ccccc1N)c1ccccc1N | 19% |
| CCOc1ccc(CNCCCSc2nnnn2C)cc1OC | 0% |
| CC(OC(=O)c1ccoc1)C(=O)C12CC3CC(CC(C3)C1)C2 (stereo not drawn) | 3% |
| CCNCc1ccc(OCc2cccs2)c(OC)c1 | -6% |
| CC(=C/c1ccco1)/C=N/NC(=O)c1ccncc1 | -26% |
| CC(NC(=O)c1ccc2cc[nH]c2c1)c1ccccc1Br (stereo not drawn) | ? |
| O=c1nc(-c2ccccc2Cl)c2cc(Br)ccc2[nH]1 | 10% |
| Cc1noc(-c2ccc(OC(F)(F)F)cc2)c1C(=O)NCCC(c1ccccc1)c1ccccc1 | ? |
| COc1cc(NC(=O)CSc2nc(-c3ccc(C(C)C)cc3)no2)cc(OC)c1 | ? |
| Cc1ccc(NC(=O)C(C)Sc2nc(-c3ccccc3)c(C#N)c(=O)[nH]2)c(C)c1 (stereo not drawn) | -18% |
| COCc1cc(C[C@@H]2CC[C@H](O)[C@@H](CNC(=O)C(C)(C)C)O2)no1 | 23%[86.2 µM] |
| O=C(Nc1ccccc1)c1cnc2n1CCN(Cc1cccc(O)c1)CC2 | 1%[86.2 µM] |
| CC(=O)c1ccc(NC(=O)C23CC4CC(CC(C4)C2)C3)cc1 | 4% |
| C#CCNC(=O)C[C@@H]1O[C@H](CNC(=O)c2cccc(F)c2)[C@@H](O)[C@H]1O | 12%[86.2 µM] |
| CC1CCN(c2ccc(CNC(=O)C3CCCN(S(C)(=O)=O)CCC(=O)NCC3)cc2)CC1 (stereo not drawn) | 24% |
| C/C=C/c1ccc(OCc2cc(=O)n3cc(C)ccc3n2)c(OC)c1 | -13% |
| CCOc1ccc(C2Cn3nnc(-c4nc(-c5ccc(SC)cc5)no4)c3CO2)cc1 (stereo not drawn) | -19% |
| Cc1nc(C23CC4CC(CC(C4)C2)C3)cs1 | 9% |
| Cc1noc(/C=C/c2ccccc2F)c1S(=O)(=O)N1CCC(C(=O)N2CCOc3ccccc32)CC1 | 3% |
| Cc1nc(CSc2n[nH]c(=O)n2-c2cccc(F)c2)cs1 | 18% |
| CNC(=O)NC(=O)C(C)SC(C)c1ccc(F)cc1 (stereo not drawn) | 0% |
| CC(C)c1noc(C2CCCN2C(=O)c2cc(-c3cccs3)n(C)n2)n1 (stereo not drawn) | 34%[activator] |
| CCC(=O)Nc1cc(-c2cccc(C)c2)nn1-c1ccccc1 | -7% |
| COC(=O)c1ccc(S(=O)(=O)N(Cc2ccc(C(=O)NC3CC3)cc2)C2CC2)cc1 | 16% |
| Cc1ccc(C)c(NC(=O)CCc2nc(-c3ccc(C(C)(C)C)cc3)no2)c1 | 0% |
| O=C(O)c1ccc(Nc2nc3ccccc3n3cnnc23)cc1 | -23% |
| COc1ccccc1CNC(=O)Nc1ccc2c(c1)N(C)C(=O)c1ccccc1S2 | ? |
| CC1CCN(S(=O)(=O)c2ccc3c(c2)c(=O)c(C(=O)NC(C)c2ccccc2)cn3C)CC1 (stereo not drawn) | ? |
| COc1cc(NC(=O)c2ccc3c(c2)N(C)C2CCCCCN2C3=O)cc(OC)c1OC (stereo not drawn) | ? |
| CCN(Cc1ccco1)C(=O)c1cc2cc(F)ccc2[nH]1 | ? |
| COC(=O)c1c(N)n(-c2ccc(OC)c(OC)c2)c2nc3ccccc3nc12 | -26% |
| Cc1nc(CCNC(=O)c2c[nH]c3ccccc23)cs1 | 23% |
| CCOC(=O)c1ccc(NC(=O)CSc2nccn2-c2ccc(OCC)cc2)cc1 | -5% |
| COCCNc1nc(N)nc2c1CCN(C(=O)c1cscn1)CC2 | 33% |
| O=C(C1CCCC1)N1CCCCCC1c1nc(-c2ccncc2)no1 (stereo not drawn) | 3% |
| CN1CCC(CNC(=O)Nc2csc3ccccc23)CC1 | ? |
| C=C(C)CN1CCN(c2nc3c(c(=O)[nH]c(=O)n3C)n2Cc2ccc(Br)cc2)CC1 | 15% |
| O=C1c2[nH]nc(-c3ccccc3O)c2C(c2cccc(Br)c2)N1Cc1ccncc1 (stereo not drawn) | 15% |
| O=C(NCCCCNC(=O)c1ccc(Br)cc1)c1ccc(Br)cc1 | 22% |
| O=C(c1cc(C2CC2)nc2ccccc12)N1CCCC(C(F)(F)F)C1 (stereo not drawn) | 1% |
| CC(C)NC(=O)Nc1ccc([C@H]2OCC(=O)N(CC(=O)N(C)C)[C@@H]2CO)cc1 | -14%[86.2 µM] |
| CCOc1ccc(NC(=O)Cn2c(-c3cccc(Cl)c3)nc(C)c(CCO)c2=O)cc1 | -14% |
| COc1ccc(N2CC(C(=O)N3CCOCC3)NC2=O)cc1 (stereo not drawn) | 10%[86.2 µM] |
| Cc1ccc(S(=O)(=O)Nc2cc3c(cc2C)n(C)c(=O)c(=O)n3C)c(C)c1 | -17% |
| CC1CCCN(S(=O)(=O)c2cc(C(=O)NCCc3ccc(S(N)(=O)=O)cc3)ccc2Cl)C1 (stereo not drawn) | 0% |
| CN(C)CCN1C(=O)CC[C@]2(C(=O)NCc3cc(F)cc(F)c3)CCCC[C@@H]12 | -7% |
| c1ccc(C2=Nn3c(nnc3-c3ccccn3)SC2)cc1 | -24% |
| COc1ccc2cc(C(=O)O)n(CC(=O)c3ccccc3)c2c1 | -3% |
| CCC(C(=O)N(C)Cc1ccc(OC)c2ncccc12)n1cccn1 (stereo not drawn) | ? |
| CC(C)c1cccc(NC(=O)CN2C(=O)NC3(CCOCC3)C2=O)c1 | 5% |
| Cc1ccc(C(=O)C(SC(C)(C)C)n2cncn2)cc1 (stereo not drawn) | 18% |
| COc1ccc(-n2nc(C3CCN(C(=O)Nc4ccccc4)CC3)[nH]c2=O)cc1 | -6% |
| COc1ccc(-c2coc3cc(OCCN4CCCCC4)ccc3c2=O)cc1 | 14% |
| Cc1ccc2[nH]c(C)c(CC(=O)NCC(C)(C)CN(C)C)c2c1 | 8% |
| c1ccc(Oc2ccccc2-c2cc3c(cn2)CN(Cc2ccncc2)CCN3)cc1 | ? |
| CCOC(=O)c1[nH]c(C)c(C(=O)NCc2ccc(F)cc2)c1C | -8% |
| Cc1ccc(C(=O)Nc2cccc(-c3nc4ccccc4o3)c2)cc1[N+](=O)[O-] | 7% |
| O=C(NCc1ccc(F)cc1)c1nc(-c2cccc(C(F)(F)F)c2)c2cnccn12 | 28µM* |
| O=C(Nc1cccc(C(F)(F)F)c1)O[C@@H]1CO[C@H]2[C@@H]1OC[C@@H]2Nc1nccc(-c2ccc3c(c2)OCO3)n1 | 32µM* |
| CCOC(=O)N(C)[C@H]1C[C@H]2c3[nH]c4c(-c5ccc6c(c5)OCO6)cccc4c3CCN2C(=O)[C@H]1[C@H](C)O | ? |
| COc1ccccc1-c1ccc2ncc(Nc3cccc(O)c3)n2n1 | -17%[86.2 µM] |

Some of the compounds tested, so the mix of outcomes need not match the whole.
